# Screening data deposited in PubChem BioAssay by several laboratories.
# RGS4-Gao reg: modulates binding of RGS4 to human Galphao | AID 1415 | binding response (% of control), % at 10 µM | Multiplexed bead flow cytometry; actives lie on both sides | hit rate 0.33% among 220,000 | P09471; in the data active = binding response below about 49% or above about 150%; inactive = in between;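 note: fluorescent Galphao activated with aluminum fluoride binding bead-coupled RGS4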
# Mcl1-Bid inh: Mcl-1/Bid interaction inhibition; Q07820; TR-FRET Mcl-1/Bid-Dy647 peptide binding, 1536-well; inhibition, % at 21.7 µM; hit rate 0.97% among 220,000; AID 1021;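 active = compounds that cut the binding signal by more than half at the single screening dose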;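 note: His-tagged Mcl-1 with europium anti-His antibody binding Bid BH3 peptide; 0% = Mcl-1 plus peptide wells and 100% = peptide-only wells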
# Pf gamet viab: P. falciparum stage V gametocyte viability inhibition; P. falciparum stage V gametocytes, ATP luminescence, 24 h; inhibition, % at 10.9 µM; hit rate 0.065% among 150,000;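 active = inhibition above the mean plus 3 SD of compounds within the control limits, set per campaign, cut at about 38% in these data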;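 note: 0% = DMSO wells and 100% = medium only without gametocytes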
# Mcl1 Noxa PPI: Mcl-1/Noxa interaction inhibition. Q07820. TR-FRET Mcl-1/Noxa peptide binding, 2 h. inhibition, % at 21.7 µM. hit rate 1.5% among 220,000. AID 1022;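 active = compounds that cut the protein-peptide binding signal by more than 50% relative to plate controls in a single-dose test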;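 note: His-tagged Mcl-1 with rhodamine Noxa BH3 peptide and terbium anti-His antibody; 0% = Mcl-1 plus Noxa peptide wells and 100% = peptide-only wells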
# ABCB1 block: human ABCB1 inhibition, ABCG2 as counter-screen. CCRF-Adr cells, JC-1 efflux, flow cytometry. inhibition, % at 6.6 µM. hit rate 0.067% among 190,000; in the data active = inhibition above about 40%;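 note: 0% = vehicle and 100% = reference inhibitor; higher value means more JC-1 retained so stronger ABCB1 efflux block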
# Target sequence (P08183 whole entry, looked up): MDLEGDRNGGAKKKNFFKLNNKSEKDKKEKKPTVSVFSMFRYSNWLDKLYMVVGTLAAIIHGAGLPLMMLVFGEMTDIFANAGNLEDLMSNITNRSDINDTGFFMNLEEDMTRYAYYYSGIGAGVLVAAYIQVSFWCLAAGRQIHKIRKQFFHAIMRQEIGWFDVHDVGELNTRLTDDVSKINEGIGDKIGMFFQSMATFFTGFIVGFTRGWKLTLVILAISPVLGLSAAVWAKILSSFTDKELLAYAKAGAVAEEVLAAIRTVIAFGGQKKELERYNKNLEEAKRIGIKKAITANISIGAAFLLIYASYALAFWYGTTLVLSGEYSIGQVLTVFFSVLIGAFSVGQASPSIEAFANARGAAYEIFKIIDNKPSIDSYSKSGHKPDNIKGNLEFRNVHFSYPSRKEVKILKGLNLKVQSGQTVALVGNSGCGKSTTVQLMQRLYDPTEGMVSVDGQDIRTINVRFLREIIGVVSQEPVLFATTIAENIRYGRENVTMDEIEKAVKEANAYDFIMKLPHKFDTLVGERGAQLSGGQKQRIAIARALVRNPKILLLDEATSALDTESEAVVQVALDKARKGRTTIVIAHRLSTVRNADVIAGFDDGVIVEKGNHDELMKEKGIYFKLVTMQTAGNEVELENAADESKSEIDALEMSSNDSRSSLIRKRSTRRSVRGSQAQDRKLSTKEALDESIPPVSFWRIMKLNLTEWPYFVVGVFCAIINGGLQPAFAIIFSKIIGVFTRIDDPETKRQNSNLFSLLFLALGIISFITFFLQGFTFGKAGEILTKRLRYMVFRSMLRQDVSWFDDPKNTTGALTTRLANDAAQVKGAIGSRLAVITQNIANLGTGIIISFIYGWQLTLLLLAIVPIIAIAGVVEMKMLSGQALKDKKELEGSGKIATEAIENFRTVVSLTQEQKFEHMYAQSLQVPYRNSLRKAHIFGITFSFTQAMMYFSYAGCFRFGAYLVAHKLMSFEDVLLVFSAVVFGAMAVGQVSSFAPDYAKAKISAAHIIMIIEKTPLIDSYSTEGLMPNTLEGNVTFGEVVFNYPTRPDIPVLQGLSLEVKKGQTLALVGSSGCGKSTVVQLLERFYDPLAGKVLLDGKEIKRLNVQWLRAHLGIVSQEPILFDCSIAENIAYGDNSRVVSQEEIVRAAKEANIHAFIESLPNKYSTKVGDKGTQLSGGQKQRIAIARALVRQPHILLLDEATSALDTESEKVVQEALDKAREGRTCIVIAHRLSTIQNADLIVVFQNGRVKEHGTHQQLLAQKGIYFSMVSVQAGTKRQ
# GSH bead fluor: compound fluoresces at 488/530 nm on GSH beads; fluorescence (KMESF) at 10 µM; GSH beads flow cytometry, compound fluorescence 488/530 nm; hits give high values; hit rate 0.25% among 190,000; AID 1776; in the data active = fluorescence above about 89;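 note: glutathione beads carrying GST-tagged Bcl family fusion proteins plus one bare bead set; values are compound well signal with DMSO vehicle wells as background; inactives centre near 16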
# Avidin fluor: compound fluoresces at 488/530 nm on avidin beads; hit rate 0.38% among 220,000; compound fluorescence 488/530 nm, flow cytometry; hits give high values; fluorescence (KMESF) at 10 µM; AID 1775; in the data active = fluorescence above about 47; note: inactives centre near 10
# ABCG2 block: inhibitors of human ABCG2 transporter, ABCB1 counter-screen | Q9UNQ0 | IgMXP3 cells, JC-1 efflux, flow cytometry | inhibition, % at 6.6 µM | hit rate 0.1% among 190,000 | AID 1325;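 active = inhibition above 80%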;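 note: 0% = DMSO and 100% = nicardipine control wells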
#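 Test system: IgMXP3 (ABCG2) plus far-red-tagged CCRF-Adr (ABCB1) cells. Reagent: JC-1 dye as substrate. Timing: 10 min exposure at 25 °C with rotation, no wash. Measured by: flow cytometric JC-1 green MFI at 530 nm. Read-out: percent efflux inhibition, scaled nicardipine 100% to DMSO 0%. Control set: nicardipine and DMSO wells.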
# Bim-Mcl-1: inhibitors of Bim-Mcl-1 interaction, human; Bead-based flow cytometry, Bim peptide-Mcl-1 binding; inhibition, % at 10 µM; hit rate 0.1% among 190,000; AID 1009; in the data active = inhibition above about 40%;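 note: 0% = no compound tracer wells and 100% = peptide blocker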
# RGS8-Gao: regulators of human RGS8-Galphao interaction | multiplexed bead flow cytometry, RGS8-Galphao binding; actives lie on both sides | response (percent of control binding), % at 10 µM | hit rate 0.34% among 220,000 | AID 1423; in the data active = response below about 60% or above about 140%; inactive = in between;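 note: Galphao activated as the GDP aluminium fluoride complex binding bead-coupled RGS8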
# RGS7-Gao: human RGS7-Galphao interaction regulation | hit rate 0.35% among 220,000 | P09471 | Multiplexed bead flow cytometry, RGS7-Galphao binding; actives lie on both sides | AID 1439 | binding response (% of control), % at 10 µM; in the data active = binding response below about 49% or above about 150%; inconclusive = no clear call, values can overlap the other calls; inactive = in between;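 note: fluorescent Galphao held in activated GDP-AlF4 state binding bead-coupled RGS7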
# Active calls of the source: *; ? = inconclusive; / = no result given.
SMILES,RGS4-Gao reg,Mcl1-Bid inh,Pf gamet viab,Mcl1 Noxa PPI,ABCB1 block,GSH bead fluor,Avidin fluor,ABCG2 block,Bim-Mcl-1,RGS8-Gao,RGS7-Gao
O=C(CSc1nc2cc(Cl)ccc2s1)NC1CCCc2ccccc21 (stereo not given),97,-15,/,17,0.1,14,12,1,-1,103,99
Cc1sc(NC(=O)c2ccccc2F)c(CN2CCCCC2C)c1C (stereo not given),99,-29,-11,8,/,13,6,0,-1,103,100
CCC(=O)/C=C1/Sc2ccc(OC)cc2N1CC,98,-93,/,5,0.6,9,/,4,-1,96,112
CCOC(=O)c1cc2sccc2n1Cc1ccc(C#N)cc1,101,7,/,-1,0.2,23,14,0,-5,103,102
CCOC(=O)/C(=N/Nc1ccc(Cl)cc1)Sc1nnnn1-c1ccc(C)cc1,105,-9,4,32,-1.1,10,6,-8,-3,99,103
Nn1c(SCc2cn3ccsc3n2)nnc1-c1ccncc1,103,-44,/,-9,0.2,266*,7,2,0,103,106
Cc1nn(-c2cccc(Cl)c2)c2nc(-c3ccncc3)cc(C(=O)N3CCOCC3)c12,102,-1,/,7,0.8,15,11,1,0,104,99
Cc1cc(-c2cccnc2)c(C#N)c(SCC#N)n1,97,-2,-8,2,0.2,19,8,2,-4,99,98
CCN(CC)CCOC(=O)c1ccc(Cl)cc1Cl,97,-9,6,17,1.7,13,11,22,1,99,102
COC(=O)[C@H](Cc1ccccc1)NC(=O)NCc1cccs1,99,-2,/,-13,0.1,10,9,1,-4,101,95
CS(=O)(=O)c1ccc(C(=O)N2CCc3ccccc3C2)cc1,106,-24,1,-6,0.2,25,26,1,2,105,103
O=C(Cn1nc(-c2ccccc2)ccc1=O)Nc1ccc(NC(=O)c2ccccn2)cc1,98,-6,-12,-25,0.9,20,11,2,-4,101,?
COc1ccc2c(c1)c(=O)c(C(=O)c1ccc(C)cc1)cn2CC(=O)Nc1ccc(F)cc1,109,-2,/,-9,0.4,16,7,2,-1,103,108
Cc1ccc(C)c(-n2nnnc2SCC(=O)NCCC2=CCCCC2)c1,97,-4,2,1,0.2,29,23,6,-5,99,99
CCOC(=O)CC(=O)Nc1nnc(CC(C)C)s1,99,-4,/,3,-0.1,24,30,13,1,99,98
CCc1nc2sc3ccccc3c(=O)c2c(=O)n1CCOC,101,5,/,33,0.5,30,9,5,-4,101,101
O=C(Nc1nnc(-c2ccc3c(c2)CCCC3)o1)C1COc2ccccc2O1 (stereo not given),99,-27,/,-51,0.2,12,8,1,2,97,96
COc1ccc(Br)cc1S(=O)(=O)N(CC(=O)N1CCOCC1)c1ccccc1,103,-14,/,1,0.5,22,21,1,-1,97,101
COc1cc(CC(=O)Nc2ccc3nc(SC)sc3c2)cc(OC)c1OC,95,-66,-23,1,/,/,/,/,/,97,?
COc1cccc(-n2nc(-c3ccnn3-c3ccc(C)cc3)c(=O)n(C)c2=O)c1,102,-12,30,-11,1.2,10,9,6,0,101,98
O=[N+]([O-])c1cc(/C=N/N2CCN(C3c4ccccc4-c4ccccc43)CC2)ccc1Cl,105,-8,9,10,-0.1,18,6,0,0,108,106
N#Cc1ccc(S(=O)(=O)N2CCCN(c3nc4ccc(Cl)cc4s3)CC2)cc1,86,-12,-4,14,/,/,2,/,/,94,?
CC(=O)N1CCN(c2ccc(NC(=O)c3ccc(C)cc3)cc2)CC1,111,-20,/,-3,0.1,20,7,1,0,110,111
O=C(Nc1nnc(-c2cccnc2)s1)c1cccs1,97,-15,-18,10,/,/,9,/,/,98,?
CC(C)Cc1nc2oc3c(Cl)ncnc3c2c2c1CCC2,135,12,/,18,-5.5,30,37,-1,0,111,135
Cc1nn(C)c(C)c1S(=O)(=O)N1CCCC(C(=O)NC2CCCCCC2)C1 (stereo not given),101,4,/,-20,0.4,14,23,1,-1,100,100
Cc1ccc(C(=O)Nc2c(C)n(C)n(-c3ccccc3)c2=O)cc1,103,-34,/,13,0.3,12,12,1,-1,104,101
Cc1cc(C)c2nc(C(F)(F)F)c(C#N)c(N)c2c1,103,4,/,/,1.6,26,11,20,0,105,105
CC(=O)N1CCN(C(=O)CSc2nc3c(cnn3-c3ccccc3)c(=O)[nH]2)CC1,85,-46,/,19,0.2,36,12,6,0,94,96
COC1(OC)N=C(N)C2(C#N)C(c3ccccc3)NC(C)=CC12C#N (stereo not given),102,-37,-16,8,0.7,24,12,4,-4,101,97
O=C(CN(Cc1ccccc1)S(=O)(=O)c1cccc(C(F)(F)F)c1)NC1CCCCC1,101,7,/,13,1.8,13,13,4,0,101,101
c1ccc(-c2ccc(-c3ccccn3)nn2)nc1,102,-26,/,14,0.3,15,16,2,-1,100,113
Cn1c2c(c(=O)n(C)c1=O)C(c1ccccc1Cl)C(C#N)=C(N)O2 (stereo not given),100,-44,-2,13,/,/,9,/,/,100,?
Cc1cc(NC(=O)c2ccc(C#N)cc2)on1,99,-3,/,26,0.4,12,4,13,-6,99,94
CC1CCCCN1C(=O)c1cc(Cl)ccc1[N+](=O)[O-] (stereo not given),97,-11,15,2,1.5,6,2,8,-1,99,95
Cn1c(SCC(N)=O)nnc1-c1ccccc1,107,-24,/,5,-0.3,49,14,0,-4,105,106

# Single entries from the results shown.
# Cc1nn(C)c(C)c1S(=O)(=O)N1CCCC(C(=O)NC2CCCCCC2)C1 (stereo not given) in Bim-Mcl-1 reads -1
# Cc1cc(C)c2nc(C(F)(F)F)c(C#N)c(N)c2c1 in Avidin fluor reads 11
# O=C(CN(Cc1ccccc1)S(=O)(=O)c1cccc(C(F)(F)F)c1)NC1CCCCC1 in ABCG2 block reads 4

# Remaining list, next part
SMILES,RGS4-Gao reg,Mcl1-Bid inh,Pf gamet viab,Mcl1 Noxa PPI,ABCB1 block,GSH bead fluor,Avidin fluor,ABCG2 block,Bim-Mcl-1,RGS8-Gao,RGS7-Gao
O=C(CCCN1C(=O)/C(=C\c2cccs2)SC1=S)Nc1ccccn1,91,6,-28,29,0.9,9,10,16,0,95,86
CCOc1cc(/C=N/NC(=O)c2cccnc2)ccc1OCC(=O)N(C)C,101,-11,-6,-1,0.3,6,29,0,0,102,98
O=C(CN1C(=O)CC(c2ccco2)Sc2ccccc21)NCc1ccc2c(c1)OCO2 (stereo not given),95,-11,/,6,0.7,14,14,4,-2,98,95
COc1ccc(NC(=O)Nc2ccc(Br)c(C)c2)cc1,99,-6,4,4,-0.9,13,10,1,-1,100,101
CC1CCN(CC(CS(=O)(=O)c2ccc([N+](=O)[O-])cc2)N2CCC(C)CC2)CC1 (stereo not given),95,-11,-23,-8,/,/,10,/,/,98,?
Cc1ccc(-c2nnc(Nc3ccc(CC(N)=O)cc3)c3ccccc23)cc1S(=O)(=O)NCC1CCCO1 (stereo not given),99,-63,-13,6,/,/,5,/,/,100,?
CCOC(=O)Cc1csc(NC(=O)CSc2nnc(C(C)C)n2C)n1,101,-1,-6,-2,0.0,14,27,0,-3,101,103
CC(C)(C)C(=O)Nc1ccc(N=Nc2ccccc2)cc1,104,17,/,3,1.2,8,12,28,-1,103,101
Cc1nn(-c2ccc(Cl)cc2)c(=O)c2ccccc12,102,-37,-12,3,1.2,20,8,14,0,99,106
CCOC(=O)C1=C(C)OC(N)=C(C#N)C1c1c(C)nn(-c2ccccc2)c1Cl (stereo not given),/,-23,/,16,1.2,18,/,0,-2,/,/
Cc1ccc(S(=O)(=O)NC(=O)c2cc(C)n(-c3ccccc3)c2C)cc1,104,-19,/,25,-0.6,20,9,-4,-6,107,105
Cn1nc(OCC(=O)O)cc1C(F)(F)F,100,-6,-3,12,/,/,4,/,/,102,?
Cc1cc(/C=C(\C#N)C(=O)OCC#N)c(C)n1CC(C)C,100,-32,1,4,0.4,14,9,9,2,99,95
Cc1nc(NC(=O)c2ccc(Cl)cc2)sc1Cc1ccc2c(c1)OCO2,103,-68,6,-231,-0.8,4,7,-13,-11,108,119
COc1ccc2c(c1)S/C(=C\C(=O)c1ccncc1)N2C,63,-39,/,66*,/,14,4,/,7,73,63
CCCOc1ccc(C(=O)c2ccccc2C(=O)O)cc1OCCC,93,-14,-6,6,/,/,3,/,/,96,?
Cc1ccc(NC(=O)c2ccc(CSc3ncnc4nc[nH]c34)cc2)c(C)c1,101,5,/,-21,0.0,13,34,1,-3,103,102
CCS(=O)(=O)c1c([N+](=O)[O-])ncn1C,103,-20,0,12,-0.2,11,6,-2,-3,104,104
CN(C)CCCN(C(=O)c1sc2ccccc2c1Cl)c1nc2c(F)cccc2s1,103,15,15,10,0.8,13,14,4,-3,100,102
O=C(c1ccc(F)cc1)c1cc2ccccc2o1,104,4,-27,22,0.6,29,16,3,1,104,100
COc1ccc(N(C(=O)c2ccco2)C(C(=O)NC2CCCC2)c2cccs2)cc1 (stereo not given),103,-31,-5,9,1.7,14,11,1,-3,104,104
CCOCCCNC(=O)c1ccc(N(C)S(=O)(=O)c2ccc(OC)cc2)cc1,103,-9,0,-7,0.2,43,2,0,-2,98,97
CCNC(=S)N(Cc1ccco1)Cc1cc2cc(OCC)ccc2[nH]c1=O,98,-27,8,-6,0.6,11,10,6,3,98,97
Cn1c(=O)n(C)c2cc(/C=N/N=C3/NC(=O)C(CC(=O)O)S3)ccc21 (stereo not given),102,-26,13,15,0.1,16,10,0,2,100,102
Cc1ccccc1N=C(NOCc1ccc(Cl)cc1Cl)c1nonc1N,/,-15,/,-10,0.2,37,/,7,-2,/,/
CC(C)(C)NC(=S)NNC(=O)c1ccc2ncccc2c1,103,-32,14,4,0.6,14,12,31,-6,101,?
CC1Cc2ccccc2N1C(=O)C12CCC(C)(C(=O)C1)C2(C)C (stereo not given),101,5,12,13,0.9,17,8,3,0,101,101
O=c1c2ccccc2ncn1-c1ccc2c(c1)OCCO2,97,-13,/,1,0.5,26,19,10,-8,97,95
O=C(c1cc2cc([N+](=O)[O-])ccc2oc1=O)n1cccn1,98,-43,/,8,-1.1,19,8,-8,0,99,?
CSc1ncc(Cl)c(C(=O)NCc2ccc3c(c2)OCO3)n1,107,-53,/,-6,-0.3,44,12,1,-4,103,102
Cn1nnc(NC(=S)NC(=O)Cc2ccccc2)n1,100,-16,-1,18,-0.3,16,9,2,-5,100,?
COc1ccccc1NC(=O)C(C/C=C(\C)Cl)C(C)=O (stereo not given),101,-15,/,-5,0.3,4,8,1,2,98,99
CCc1c(C)sc(NC(=O)CCc2ccc(OC)cc2)c1C(N)=O,102,-53,-4,10,0.0,18,8,1,0,107,102
